Screening data (PubChem)
RAM inhibit: yeast RAM network inhibition; S. cerevisiae dse1pr::URA3 reporter, 5-FOA growth OD615, 2 d; analog-sensitive cbk1-as2 kinase mutant strain; inhibition, % at 50 µM; 190,000 compounds, 1.8% hits;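 active = inhibition above a set limit, 3 SD over mean compound inhibition, cut at about 8.4% in these data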;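 also: 0% = DMSO-only wells with no growth and 100% = 10 µM 1-NA-PP1 full growth; inhibition rescues growth on 5-FOA so higher OD means more RAM inhibition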
HMGR II inh: blocks class II HMG-CoA reductase of Enterococcus faecalis | 190,000 compounds, 0.41% hits | inhibition, % at 10 µM | purified E. faecalis HMGR, NADPH absorbance 340 nm kinetic;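 active = inhibition above a set limit, the median over all tested compounds plus 3 SD, cut at about 9.5% in these data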;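 also: enzyme runs in reverse so mevalonate oxidation gives rising NADPH absorbance; 0% = complete reaction with DMSO and 100% = background rate lacking mevalonate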
L major viab: reduces viability of Leishmania major promastigotes | resazurin fluorescence viability | inhibition, % at 10 µM | 200,000 compounds, 9% hits; in the data active = inhibition above about 50%;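 also: promastigotes grown with compound for 44 hours at 28 °C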
bIAP inhibitor: blocks bovine intestinal alkaline phosphatase activity | purified bovine IAP, CDP-star luminescence, 30 min | inhibition, % at 20 µM | 190,000 tested, under 10 active;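 active = over 50% inhibition of intestinal alkaline phosphatase at 20 µM in the single-dose screen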
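Assay system: bovine IAP enzyme; medium: DEA buffer 100 mM, pH 9.8, with MgCl2 1.0 mM, ZnCl2 0.02 mM; doses: 20 µM single dose; incubation: enzyme reaction for 30 min at room temperature; detection: CDP-star luminescence signal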
PPARg SRC-2 ag: PPARgamma-driven SRC-2 recruitment agonism | P37231 | PPARgamma LBD-SRC-2 recruitment, biochemical | activation, % at 8 µM | 200,000 compounds, 0.34% hits | AID 1032; in the data active = activation above about 22%;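 also: 0% = vehicle and 100% = reference agonist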
DTT redox prof: compounds producing H2O2 with reducing agent – biochemical, NIH compound library profiling, artefact control for MLSCN library redox annotation, primary screen; DTT-dependent redox cycling H2O2, phenol red/HRP absorbance; 100% = 100 µM peroxide control, 0% = buffer; activation, % at 10 µM; 200,000 compounds, 0.03% hits; AID 878;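 active = activation of at least 50% relative to the plate's high and low controls in the primary single-dose screen; inactive = activation below 50%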;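 also: compound incubated with DTT at 0.8 mM final as the reducing agent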
TR-FRET SRC-2 ct: counter-screen for PPARgamma SRC-2 recruitment agonists: TR-FRET artefact | hits give high values | TR-FRET ratio at 8 µM | 200,000 compounds, 0.4% hits | AID 1049; in the data active = TR-FRET ratio above about 2000; also: inactives centre near 1500; reference of the scale not given here
PPARg SRC1 recr: agonists of human PPARgamma SRC-1 coactivator recruitment; P37231; PPARgamma-SRC-1 coactivator recruitment biochemical assay; activation, % at 8 µM; 200,000 compounds, 0.41% hits; AID 631; in the data active = activation above about 19%;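 also: 0% = DMSO and 100% = reference agonist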
PPARg SRC-3 ag: promotes SRC-3 coactivator recruitment by human PPARgamma; P37231; biochemical PPARgamma/SRC-3 coactivator recruitment assay; activation, % at 8 µM; 200,000 compounds, 0.26% hits; AID 731; in the data active = activation above about 23%;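 also: 0% = DMSO and 100% = reference agonist; some compounds past the cut are filed as inactive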
S1P3 antag: antagonists of human S1P3 receptor; Q99500; CHO S1P3 NFAT-BLA reporter, FRET fluorescence, antagonist mode; inhibition, % at 4.98 µM; 170,000 compounds, 0.27% hits;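 active = inhibition above the plate cutoff, the mean inhibition of test wells on that plate plus 3 SD, cut at about 28% in these data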;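 also: cells challenged with S1P at its EC80 of 0.8 µM; blue over green emission ratio from cleaved BLA substrate after 4 h stimulation; 0% = S1P-stimulated wells and 100% = unstimulated DMSO-only wells; some compounds past the cut are filed as inactive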
Target sequence (Q99500 whole entry, looked up): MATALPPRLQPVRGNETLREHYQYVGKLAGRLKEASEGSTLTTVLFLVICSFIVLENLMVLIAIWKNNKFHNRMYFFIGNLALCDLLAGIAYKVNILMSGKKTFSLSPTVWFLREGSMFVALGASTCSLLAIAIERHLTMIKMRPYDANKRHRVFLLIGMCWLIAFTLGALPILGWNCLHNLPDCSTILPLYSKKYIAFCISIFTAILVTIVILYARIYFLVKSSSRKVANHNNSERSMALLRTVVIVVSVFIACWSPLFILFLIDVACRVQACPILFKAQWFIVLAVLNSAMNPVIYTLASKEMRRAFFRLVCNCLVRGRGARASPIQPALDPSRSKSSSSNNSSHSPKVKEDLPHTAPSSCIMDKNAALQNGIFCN
ROMK mod: human ROMK K+ channel modulation, primary screen; P48048; Tet-inducible ROMK, thallium flux fluorescence; actives lie on both sides; B-score at 10 µM; 130,000 compounds, 2% hits; AID 1918;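 active = signal ratio slope over the read window, or its plate-corrected B-score, at least 3 SD from the plate mean, either direction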;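 also: B-score of the F/F0 ratio slope over 7 to 12 s after thallium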
Target sequence (P48048 whole entry, looked up): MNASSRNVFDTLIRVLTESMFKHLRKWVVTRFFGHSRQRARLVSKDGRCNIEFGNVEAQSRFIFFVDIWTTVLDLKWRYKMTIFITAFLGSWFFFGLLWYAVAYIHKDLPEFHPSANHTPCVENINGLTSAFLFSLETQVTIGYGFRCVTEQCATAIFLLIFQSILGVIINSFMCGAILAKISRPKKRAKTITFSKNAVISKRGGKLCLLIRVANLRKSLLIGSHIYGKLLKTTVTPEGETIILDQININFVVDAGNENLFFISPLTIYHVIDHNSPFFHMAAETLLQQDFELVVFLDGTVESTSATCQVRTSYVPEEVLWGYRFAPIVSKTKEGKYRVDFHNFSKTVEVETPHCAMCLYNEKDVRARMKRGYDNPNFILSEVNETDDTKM
* hit, by the source's call; . = not tested or not shown.

molecule,RAM inhibit,HMGR II inh,L major viab,bIAP inhibitor,PPARg SRC-2 ag,DTT redox prof,TR-FRET SRC-2 ct,PPARg SRC1 recr,PPARg SRC-3 ag,S1P3 antag,ROMK mod
CCOC(=O)C1=C(C)NC(C)=C(C(=O)OCC)C1C(=O)OCC(=O)N1c2ccccc2CC1C (centres undefined),0.0,-1,3,-10,-3,0.2,1324,0,1,.,-1.5
C/C(=N\NC(N)=O)c1ccc(-n2ccnc2)cc1,1.1,9,-5,16,-1,0.3,1786,-4,5,-3,0.19
O=c1[nH]cnc2c1C(c1ccccc1[N+](=O)[O-])c1c(nc[nH]c1=O)O2,-0.1,-3,-6,9,5,0.0,1338,6,-6,.,0.16
COc1cccc(NC(=O)C2C3C=CC4(O3)C2C(=O)N(C(C)C)C4C(=O)NC2CCCCC2C)c1 (centres undefined),1.1,0,-5,6,3,0.2,1376,0,-4,11,.
c1ccc(C(c2c[nH]c3ccccc23)c2c[nH]c3ccccc23)nc1,3.0,-4,7,19,-8,0.1,1644,2,-5,.,-0.47
Brc1ccc(-n2cccc2/C=N/n2cnnc2)cc1,0.5,-8,-1,14,-4,1.0,1559,1,0,.,0.0047
COc1cc(C)c(Cl)cc1S(=O)(=O)NCCN1CCOCC1,0.7,-3,-3,5,9,-0.2,1465,4,0,.,0.45
CCn1nc(C)c(/C=N/NC(=O)Cn2nccc2C)c1C,0.6,2,-7,-4,-5,0.0,1453,-5,-1,-6,0.085
CN(CCOCCOc1ccc2ccccc2c1)Cc1ccccc1,0.0,-2,100*,-2,6,0.0,1599,8,-2,.,-1.1
CC(C)[C@H](NC(=O)c1ccccc1Cl)C(=O)OCc1cc([N+](=O)[O-])cc2c1OCOC2,3.0,2,10,3,-4,0.2,1500,-3,-1,-10,-0.39
COc1ccc(CN(C)CC(=O)Nc2ccccc2C(F)(F)F)cc1,2.9,-12,4,4,1,-0.2,1402,11,3,-2,-0.19
O=C(Nc1ccccc1F)c1ccc(COc2ccc(Cl)cc2Cl)o1,4.7,-4,-5,-16,-5,2.8,1412,-6,-5,.,.
Cc1nc2nc(SCC(=O)NCc3ccco3)nn2c(C)c1Cc1ccccc1,3.3,-4,8,-1,4,0.1,1584,3,1,.,1.3
CN(Cc1nc2c(s1)CCCC2)C(=O)CCc1nnc(-c2ccccc2)o1,-0.9,3,-1,-27,0,0.3,1601,1,0,-12,1.6
Cc1cc(-c2ccc(Cl)s2)n[nH]1,0.0,5,5,9,8,-5.3,1519,5,9,.,.
CCc1nc(NC(C)C)c2oc3ccccc3c2n1,0.7,3,28,14,7,-1.0,1490,2,-7,.,-0.47
O=C(C1CCN(S(=O)(=O)c2cccc3cccnc23)CC1)N1CCn2c1nc1ccccc12,-1.1,-12,21,6,0,-1.3,1592,1,-6,-41,.
Cc1ccc(-c2nc3cnccn3c2Nc2c(C)cccc2C)o1,0.2,-3,29,-16,10,0.2,1719,3,1,.,.
C=CCN(C)CC/C=C1\c2ccccc2CSc2ccccc21,1.9,-3,100*,11,-5,1.0,1446,-4,-3,.,-0.68
CCCCCCn1c(CN2CCN(C)CC2)nc2c1c(=O)n(C)c(=O)n2C,-0.7,-4,2,9,0,0.4,1533,8,4,5,.

One compound at a time (already shown). Screens in order: RAM inhibit	HMGR II inh	L major viab	bIAP inhibitor	PPARg SRC-2 ag	DTT redox prof	TR-FRET SRC-2 ct	PPARg SRC1 recr	PPARg SRC-3 ag	S1P3 antag	ROMK mod
Results for `COc1cccc(NC(=O)C2C3C=CC4(O3)C2C(=O)N(C(C)C)C4C(=O)NC2CCCCC2C)c1` (centres undefined) = 1.1	0	-5	6	3	0.2	1376	0	-4	11	.
Results for `CN(Cc1nc2c(s1)CCCC2)C(=O)CCc1nnc(-c2ccccc2)o1` = -0.9	3	-1	-27	0	0.3	1601	1	0	-12	1.6

(continued)
molecule,RAM inhibit,HMGR II inh,L major viab,bIAP inhibitor,PPARg SRC-2 ag,DTT redox prof,TR-FRET SRC-2 ct,PPARg SRC1 recr,PPARg SRC-3 ag,S1P3 antag,ROMK mod
COc1cc(C(=O)O/N=C2\CCCc3c2ccc(OC)c3[N+](=O)[O-])cc(OC)c1OC,3.8,3,-5,7,7,0.2,1641,0,7,.,.
CCC(=O)c1ccc(N2CCN(C(=O)c3ccccc3Br)CC2)c(F)c1,0.1,-5,2,-6,7,-1.4,1779,0,3,1,-1.5
CCc1ccc(-c2cc(C(F)(F)F)n3nc(C(=O)Nc4c(C)nn(Cc5ccccc5Cl)c4C)cc3n2)s1,4.8,1,20,2,4,0.0,1564,4,-1,.,-2.2
Cc1cc(C)c(C)c(S(=O)(=O)N2CCN(CC(=O)NC(=O)NCc3ccccc3)CC2)c1C,6.9,0,3,4,0,1.8,1383,2,6,.,.
CC1(C)CC(=O)C(C=Nc2ccccc2C(=O)O)=C(O)C1,1.5,-2,3,5,0,-1.0,1972*,6,4,-35,.
O=C(N/N=C1\CC(c2ccccc2)Oc2ccccc21)c1ccccn1 (centres undefined),2.5,-4,-8,-10,3,-1.2,1513,9,-2,-12,0.53
N#Cc1ccc2c(c1)NC(=O)C1CCCN21 (centres undefined),1.6,-6,-8,-21,9,-0.8,1581,5,-3,-13,-2.1
COc1ccc(C2C(C(=O)NCc3ccco3)c3ccccc3C(=O)N2C)cc1 (centres undefined),0.7,-2,1,-4,-3,-1.6,1531,-1,1,0,-0.95
O=c1cc(Cl)[nH]c(=O)n1CCNc1ncc(C(F)(F)F)cc1Cl,0.1,-3,-4,-7,-3,-1.3,1642,-1,0,.,.
O=C(c1cnn2c(C(F)(F)F)cc(-c3ccc(Br)cc3)nc12)N1CCOCC1,1.8,1,38,-1,-7,-0.1,1338,-1,6,-10,-0.41
Cc1ccc(/C=c2\sc3nc(-c4cccs4)nn3c2=O)o1,9.0*,-3,-5,13,-2,3.4,1451,-3,-5,11,.
COCCCNC(=O)Cn1cc(C(=O)C2CC2)c2ccccc21,-0.4,1,-1,9,-4,-1.2,1526,5,1,-42,.
CCOC(=O)c1c(NC(=O)CN2CCC(C)CC2)sc(C)c1C,0.6,-2,8,-5,-4,-0.3,1394,2,-3,-1,-0.84
CC(=O)Nc1cccc(Nc2nc(-c3ccccc3F)nc3ccccc23)c1,-0.7,-1,47,6,3,-1.1,1754,11,5,-9,-0.073
CCCC(=O)Nc1ccc(C)c(O)c1,2.4,3,-14,2,0,-0.1,1490,1,-10,.,0.47
Cc1ccc(NC(NC(=O)c2cccs2)C(Cl)(Cl)Cl)cc1C (centres undefined),0.0,0,25,15,8,1.8,1428,-1,-1,.,-0.15
CC(=O)c1ccc(OCC(O)CN(C)Cc2cccs2)cc1 (centres undefined),0.5,0,7,-3,-8,0.4,1507,8,-5,-13,-0.023
COc1cc(N/N=C/c2ccccc2O)ncn1,1.6,-4,82*,2,2,0.1,1529,5,3,1,-0.22
Cc1cc(=O)n2[nH]c(C)c(-c3ccccc3)c2n1,-0.6,-1,-6,2,7,0.4,1780,0,1,-8,.
Cn1cccc1C(=O)OCC(=O)NC(=O)NC1CCCCC1,0.5,-2,-2,-10,4,-1.8,1621,4,-1,-3,-0.018
O=C(NCc1ccco1)C1CCN(c2ccc(S(=O)(=O)N3CCOCC3)cc2[N+](=O)[O-])CC1,1.3,-3,2,9,-1,-1.5,1472,2,-3,-2,0.29
N#CCC(=O)Nc1ccc(C(=O)OCC(=O)c2ccc3c(c2)OCCO3)cc1,3.7,-1,15,-7,2,-1.0,1603,0,-1,-6,-0.23
CCN(CC)C(=O)CSCc1cnn(-c2ccccc2)c1-n1cccc1,0.0,-8,-6,-6,-5,0.1,1369,0,3,.,0.26
CCOC(=O)N1CCN(C(=O)C(C)N(c2ccccc2)S(C)(=O)=O)CC1 (centres undefined),0.0,-4,4,7,-9,-1.6,1687,7,0,-23,0.77
Cc1cc(N2CCOCC2)ccc1/C=C\[N+](=O)[O-],-1.2,2,70*,0,-5,-0.2,1538,2,-6,-15,-4.5*
Cc1nc(CN(C)Cc2nc(Cc3cccc(F)c3)no2)cs1,3.0,-4,-4,5,6,-0.5,1536,5,2,1,-0.64
Cc1ccc(-c2c(C#N)c(N)nc3c2CCCCC3)cc1,3.0,-7,-1,7,-1,0.1,1481,0,2,.,1.1
Cc1ccc2c(CN3C(=O)NC(C)(c4ccc5c(c4)OCO5)C3=O)cc(=O)oc2c1 (centres undefined),2.1,0,7,-6,-4,1.8,1474,2,-1,-31,.
Nc1ncnc(Nc2ccccc2C(F)(F)F)n1,1.1,2,-6,14,2,2.2,1456,-9,5,-10,1
CCOC(=O)N1CCN(C(=S)Nc2cc(OC)c(OC)cc2C(=O)OC)CC1,0.8,-7,5,-6,-1,2.3,1478,-3,2,.,-0.094
CC12CC(c3ccccc3O1)C(C(=O)NCc1ccccc1)C(=O)N2 (centres undefined),5.6,0,-5,6,-6,0.3,1580,3,-3,-18,-1
Cc1ccccc1OCc1nnc(SCc2cc(=O)[nH]c3ccccc23)o1,6.5,-1,2,10,3,0.6,1416,-1,-4,.,-0.46
COc1cccc(NC(=S)N2CCN(C/C=C/c3ccccc3)CC2)c1,-0.1,0,95*,-7,-2,-0.5,1658,4,16,.,-2.1
C/C(=N\NC(=O)c1ccc(Cl)cc1)c1ccc(N2CCOCC2)cc1,3.3,-2,-4,19,2,0.0,1739,2,4,19,0.72

An unsorted share of the library; any-hit rate near 13%.
